From PubChem
DAX1 inh-1 = inhibitors of DAX1 repression of SF-1 activated StAR promoter | HEK293T StAR-luciferase reporter, SF-1/DAX-1 repression relief | inhibition, % at 6.8 µM | 1.1% of 370,000 active | AID 652010;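 active = inhibition above the mean over all tested compounds plus 3 SD, cut at about 3.6% in these data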;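 also: 0% = DAX-1 cells with DMSO and 100% = cells lacking DAX-1 with DMSO; higher inhibition means more luminescence from relief of DAX-1 repression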
SMARCA2 activ = activators of SMARCA2 function; MG213 cells, MMTV-luciferase reporter, dexamethasone, overnight; activation, % at 9.1 µM; 1% of 370,000 active; in the data active = activation above about 7.8%;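 also: 0% = vehicle wells and 100% = reference activator wells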
HGIII-sPLA2 inh = Blocks human group III sPLA2 activity | Q9NZ20 | QFRET BODIPY PC-A2 liposome hydrolysis, fluorescence | 0.56% of 370,000 active | inhibition, % at 12.2 µM;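 active = inhibition above mean plus 3 SD of compounds lying within the high and low control bounds, cut at about 19% in these data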;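 also: 0% = median of test compound wells and 100% = no enzyme DMSO wells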
FXN GAA850 act = activators of GAA850 frataxin (FXN) promoter | HEK293 lucGAA850 FXN promoter luciferase reporter, 24 h; percent of 10 µM SAHA response | activation, % at 6 µM | 0.56% of 360,000 active | AID 540364;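 active = activation above the average of all compounds screened plus 3 SD, cutoff fixed separately per campaign, cut at about 7.5% in these data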;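 also: 0% = DMSO wells and 100% = 10 µM SAHA wells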
DAX1 inh-2 = NR0B1 (DAX1) inhibition. inhibition, % at 6.75 µM. 0.99% of 340,000 active. AID 504766. P51843. HEK293 Gal4-DAX1 luciferase reporter, luminescence;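 active = inhibition above the mean over all tested compounds plus 3 SD, cut at about 4.2% in these data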;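 also: 0% = DAX1-transfected cells with DMSO and 100% = empty-vector control cells with DMSO; inhibition shows as a rise in luminescence from relieved DAX1 repression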
GC-A act = GC-A (human) enzyme activation; activation, % at 10 µM; HEK293 GC-A cells, cGMP TR-FRET, EC30 ANP; 0% at EC30 ANP, 100% saturating ANP; 0.14% of 370,000 active; P16066; AID 1671463; in the data active = activation above about 40%
GC-B act = GC-B (human) receptor activation. P20594. HEK293-GC-B cells, CNP EC30, cGMP TR-FRET; 0% at EC30 CNP, 100% saturating CNP. activation, % at 10 µM. 0.11% of 370,000 active. AID 1920062;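 active = activation at 10 µM reaching about 35% in either raw or pattern-adjusted values, limit read from the data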
Target sequence (P20594 whole entry, looked up): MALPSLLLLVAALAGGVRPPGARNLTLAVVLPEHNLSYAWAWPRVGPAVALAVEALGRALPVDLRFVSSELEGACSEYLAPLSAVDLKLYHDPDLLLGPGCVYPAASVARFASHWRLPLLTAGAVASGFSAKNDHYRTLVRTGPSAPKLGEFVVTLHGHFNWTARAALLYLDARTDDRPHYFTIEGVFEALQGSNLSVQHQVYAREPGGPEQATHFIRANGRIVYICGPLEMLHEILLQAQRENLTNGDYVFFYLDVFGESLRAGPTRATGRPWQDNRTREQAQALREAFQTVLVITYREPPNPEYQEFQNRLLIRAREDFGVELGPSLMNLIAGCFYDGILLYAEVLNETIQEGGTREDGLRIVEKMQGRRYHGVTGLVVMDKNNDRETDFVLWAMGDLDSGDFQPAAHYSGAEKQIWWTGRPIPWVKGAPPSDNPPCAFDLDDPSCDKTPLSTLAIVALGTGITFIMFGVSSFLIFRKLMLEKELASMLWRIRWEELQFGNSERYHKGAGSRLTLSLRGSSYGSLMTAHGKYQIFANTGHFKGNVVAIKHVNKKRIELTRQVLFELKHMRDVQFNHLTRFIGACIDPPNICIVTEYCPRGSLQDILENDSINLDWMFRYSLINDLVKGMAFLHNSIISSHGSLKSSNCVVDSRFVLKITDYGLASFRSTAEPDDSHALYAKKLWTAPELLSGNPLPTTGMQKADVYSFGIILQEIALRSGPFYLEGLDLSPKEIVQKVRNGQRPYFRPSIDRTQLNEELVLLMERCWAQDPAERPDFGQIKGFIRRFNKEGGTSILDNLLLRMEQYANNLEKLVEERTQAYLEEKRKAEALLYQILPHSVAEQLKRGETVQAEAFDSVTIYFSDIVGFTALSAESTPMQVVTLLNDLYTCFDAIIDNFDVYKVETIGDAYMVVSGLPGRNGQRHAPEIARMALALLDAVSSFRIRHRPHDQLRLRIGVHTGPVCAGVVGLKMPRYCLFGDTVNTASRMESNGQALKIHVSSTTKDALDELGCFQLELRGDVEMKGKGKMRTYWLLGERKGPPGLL
hcDAF12 agonist = activators of H. contortus DAF-12 nuclear receptor | HEK293 hcDAF-12 lit1-tk-luc reporter, luminescence; 0% DMSO, 100% Δ7-dafachronic acid | activation, % at 6.8 µM | 1.4% of 370,000 active;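 active = activation above the mean of all tested compounds plus 3 SD, cut at about 5.5% in these data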;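 also: 100% = response to 3 µM Δ7-dafachronic acid high control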
ADAM10 inh = ADAM10 inhibition, QFRET primary screen; recombinant ADAM10, EDANS/DABCYL FRET peptide cleavage, 3 h; inhibition, % at 7 µM; 0.62% of 370,000 active; AID 720582;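 active = inhibition above a per-campaign cutoff equal to the mean of compounds falling between control-based bounds plus 3 SD, cut at about 20% in these data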;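 also: 0% = DMSO wells while the 100% control is not disclosed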
ssDAF12 agonist = activates DAF-12 receptor from parasite S. stercoralis | HEK293 ssDAF-12/GRIP1 lit1-tk-luc reporter, luminescence; % of 3 µM dafachronic acid response | activation, % at 6.8 µM | 1% of 370,000 active | AID 652126;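 active = activation above the mean over all tested compounds plus 3 SD, cut at about 0.9% in these data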;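 also: 0% = DMSO-only wells and 100% = 3 µM delta7-dafachronic acid wells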
hgDAF-12 ag = hgDAF-12 agonism, primary luciferase screen; HEK293 GAL4-hgDAF12 UAS-luciferase reporter, agonist luminescence; normalized to butyrate control; activation, % at 6.8 µM; 1.8% of 370,000 active; AID 687014;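 active = activation above a cutoff set at the mean of all screened compounds plus 3 SD, cut at about 10% in these data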;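 also: 0% = DMSO wells and 100% = sodium butyrate wells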
* hit, by the source's call; . = no result given. Random draw from the library; any-hit rate near 6.6%.

1) CC(C)(C)NC(=O)C(C1CC1)n1c(-c2ccccc2)nc2ccccc21 (stereo unspecified)
2) COC(=O)c1ccc(N2C(=O)CC(N(C)CCc3ccc(OC)c(OC)c3)C2=O)cc1 (stereo unspecified)
3) O=C(Nc1ccccc1-c1ccccc1)C1CCCN(c2ncccn2)C1 (stereo unspecified)
4) Cc1cc(C)cc(Oc2nc(C(F)(F)F)nc3ccccc23)c1
5) COCCn1c(=S)[nH]c2cc(C(=O)N(CCO)Cc3ccccc3)ccc2c1=O
6) Cc1ccccc1NC(=S)N(Cc1ccccn1)Cc1ccccc1Cl
7) COc1cccc(/C=N/n2c(SC)nnc2-c2ccccc2)c1O
8) COc1ccc(-c2coc3c(C(=O)NCc4cccc(Cl)c4)cccc23)c(C)c1
9) COc1cccc(CCNC(=O)c2cc(COc3ccc(C)c(C)c3)on2)c1OC
10) CCc1nnc(NC(=O)C2CCN(S(=O)(=O)Cc3ccccc3)CC2)s1

assay / compound	1	2	3	4	5	6	7	8	9	10
DAX1 inh-1	-2.7	-0.3	-0.9	-0.1	-0.2	-0.7	-0.5	-3.2	4.6*	-1.0
SMARCA2 activ	-2	0	0	-2	-2	-3	0	-9	1	-4
HGIII-sPLA2 inh	12	-1	2	13	9	1	6	-5	-10	1
FXN GAA850 act	.	1.5	1.3	-1.9	-1.5	2.2	-4.5	-0.7	1.6	-2.0
DAX1 inh-2	.	-0.9	-0.7	-0.5	1.1	-0.3	4.6*	.	4.4*	0.5
GC-A act	-3	0	-2	-11	0	-2	0	2	1	-1
GC-B act	-8	3	-1	-2	-5	2	-10	3	-2	3
hcDAF12 agonist	-2.0	-0.7	0.0	-1.7	1.4	0.7	0.6	-2.9	4.3	-0.3
ADAM10 inh	-23	-7	2	5	-8	-1	-4	2	2	-4
ssDAF12 agonist	-1.5	-0.8	-1.2	-1.9	-0.6	-1.7	-0.8	-1.9	0.1	-1.1
hgDAF-12 ag	-5.1	1.4	0.0	0.0	-0.5	2.6	-1.2	-2.2	14*	-2.4

11) Cn1c(=O)c2[nH]c(Cc3cccc4ccccc34)nc2n(C)c1=O
12) COc1ccc(-c2csc(Nc3ccccc3)[n+]2Cc2ccccc2)cc1
13) COc1ccc(CNC(=O)C2CCCN(c3nn4c(=O)cc(C)nc4s3)C2)cc1 (stereo unspecified)
14) COc1ccc2c(c1)CCc1c(C(=O)Nc3ccn(Cc4ccc(C)cc4)n3)noc1-2
15) CN(C(=O)CSc1nc2cc([N+](=O)[O-])ccc2n1-c1ccc(F)cc1)C1CCS(=O)(=O)C1 (stereo unspecified)
16) CCOC(=O)N1CCN(C(=O)CCSCCc2ccncc2)CC1
17) CCN(CC)CCN(C(=O)c1ccc(S(=O)(=O)N(C)C2CCCCC2)cc1)c1nc2ccc(OC)cc2s1
18) Cc1cccc(NC(=S)NC(=O)CC2CC(C)(C)OC2=O)c1 (stereo unspecified)
19) O=C(Nc1ccc(Cc2ccncc2)cc1)C1CCC(N2C(=O)C3CC=CCC3C2=O)CC1 (stereo unspecified)
20) COc1ccc(-c2csc(NC(=O)Cn3nc(C)cc3C)n2)cc1

assay / compound	11	12	13	14	15	16	17	18	19	20
DAX1 inh-1	-1.2	-0.4	0.2	-0.2	-0.4	-0.6	0.2	-0.1	-0.9	-0.3
SMARCA2 activ	-4	0	-1	0	-1	-2	2	0	2	-2
HGIII-sPLA2 inh	2	2	-2	10	13	4	1	-1	-7	-3
FXN GAA850 act	-1.4	0.0	-0.9	-1.6	2.8	-0.2	1.2	0.1	-0.2	-1.4
DAX1 inh-2	3.4	0.8	0.1	-0.6	-1.1	-1.9	0.3	-0.3	0.5	0.2
GC-A act	8	0	2	-4	2	1	-3	3	-3	3
GC-B act	3	-4	-4	-2	5	-2	-5	-2	7	6
hcDAF12 agonist	1.1	0.4	-2.1	0.2	-1.1	-1.8	-2.3	-2.4	-1.1	-1.4
ADAM10 inh	-4	1	3	-6	8	14	0	0	4	2
ssDAF12 agonist	-1.0	0.9*	-1.0	-1.8	-1.1	-1.7	-0.5	-1.4	-2.0	-1.4
hgDAF-12 ag	-1.5	6.0	0.1	3.2	-1.5	0.5	-1.5	-0.5	-0.4	-1.9

21) Cc1sc2ccc3sccc3c2[n+]1C
22) CCN(CC)S(=O)(=O)c1ccc(NC(=O)COc2c(OC)cccc2OC)cc1
23) COc1ccc(CN2CCN(C(C)C(=O)N(C)Cc3cccc(F)c3)CC2)cc1OC (stereo unspecified)
24) O=C(NCC(c1ccco1)N1CCN(c2ccccc2F)CC1)C(=O)NC1CC1 (stereo unspecified)
25) COc1ccccc1/C=C1\SC(=S)N(CCC(=O)N2CCN(C)CC2)C1=O
26) N#C/C(=C/c1ccc(N2CCOCC2)o1)c1ccc(Cl)cc1
27) COc1ccc(CC(=O)Nc2ccc(C(C)=O)cc2)cc1
28) C[n+]1ccccc1/C=C/c1cc(Br)ccc1O
29) C(=N\N1CCN(Cc2ccccc2)CC1)/c1ccc(-c2ccccc2)cc1
30) S=C(NCCc1ccccc1)N/N=C/c1cccs1

assay / compound	21	22	23	24	25	26	27	28	29	30
DAX1 inh-1	-0.5	-1.7	-0.5	0.4	0.2	-0.1	1.4	-0.3	-0.4	0.2
SMARCA2 activ	2	-2	-1	0	3	6	-2	-2	0	0
HGIII-sPLA2 inh	4	-17	4	9	-3	-11	-12	8	10	20*
FXN GAA850 act	0.8	1.4	2.1	2.6	-1.2	20*	2.3	2.3	2.3	2.3
DAX1 inh-2	-0.6	-1.2	-1.6	-0.5	-2.1	-1.4	1.9	-0.2	-0.1	.
GC-A act	13	7	-7	4	-1	4	1	-2	9	9
GC-B act	13	8	-3	6	-5	-8	0	-2	-3	3
hcDAF12 agonist	0.0	-3.4	-2.2	0.6	0.1	-1.8	2.9	5.0	-1.0	0.6
ADAM10 inh	15	12	2	-8	-11	-23	1	-9	4	7
ssDAF12 agonist	-1.3	-1.6	-0.8	-1.1	-0.2	-1.1	-1.2	0.0	-0.5	-1.7
hgDAF-12 ag	1.6	-2.2	-3.3	0.0	0.3	5.3	1.0	0.7	-1.1	4.7

Whole records from above. Screens in order: DAX1 inh-1 | SMARCA2 activ | HGIII-sPLA2 inh | FXN GAA850 act | DAX1 inh-2 | GC-A act | GC-B act | hcDAF12 agonist | ADAM10 inh | ssDAF12 agonist | hgDAF-12 ag
COc1ccc(-c2csc(NC(=O)Cn3nc(C)cc3C)n2)cc1 across the screens: -0.3 | -2 | -3 | -1.4 | 0.2 | 3 | 6 | -1.4 | 2 | -1.4 | -1.9
Cc1cc(C)cc(Oc2nc(C(F)(F)F)nc3ccccc23)c1 across the screens: -0.1 | -2 | 13 | -1.9 | -0.5 | -11 | -2 | -1.7 | 5 | -1.9 | 0.0
O=C(NCC(c1ccco1)N1CCN(c2ccccc2F)CC1)C(=O)NC1CC1 (stereo unspecified) across the screens: 0.4 | 0 | 9 | 2.6 | -0.5 | 4 | 6 | 0.6 | -8 | -1.1 | 0.0

Going on with the list.
31) Cc1cccc(C)c1OCC(=O)N/N=C/c1cccnc1
32) CCC(O)c1cnc(OCc2ccccc2)nc1OCc1ccccc1 (stereo unspecified)
33) COc1cccc(NC(=O)C(=O)c2cn(CC(=O)N3CCCC3)c3ccccc23)c1
34) Cc1ccc(C)c(N2CCN(S(=O)(=O)c3ccc4[nH]c(=O)c(=O)[nH]c4c3)CC2)c1
35) O=C(c1ccc(N2C(=O)C3C4c5ccccc5C(c5ccccc54)C3C2=O)cc1)N1CCOCC1 (stereo unspecified)
36) COC(=O)C1C(=O)CC(C)(O)C(C(=O)OC)C1/C=C/c1ccccc1 (stereo unspecified)
37) O=C(CCc1nnc2n(Cc3ccccc3Cl)c(=O)c3ccccc3n12)NCCCN1CCOCC1
38) CCCCn1c(N)c(N(CC(C)C)C(=O)c2cccc(S(=O)(=O)N3CC(C)OC(C)C3)c2)c(=O)[nH]c1=O (stereo unspecified)
39) COc1cc(C(=O)Nc2ccccc2SCc2cc(=O)n3nc(C)sc3n2)cc(OC)c1OC
40) Cc1cc(C)n(C(=O)c2ccc(Cn3nc(C)c(Br)c3C)o2)n1

assay / compound	31	32	33	34	35	36	37	38	39	40
DAX1 inh-1	-0.4	-1.2	-3.0	-0.1	0.4	-0.1	-0.3	0.7	-0.2	-1.0
SMARCA2 activ	2	-4	-1	-2	-1	-2	-1	-1	-1	-4
HGIII-sPLA2 inh	0	-7	-8	-10	0	-1	5	-7	9	-3
FXN GAA850 act	-0.6	1.3	2.3	0.0	4.8	0.4	-0.4	3.0	-0.2	-0.7
DAX1 inh-2	-0.4	2.6	0.0	-0.2	-0.5	-0.4	-0.1	-1.3	-0.3	0.0
GC-A act	-2	-1	4	-1	2	1	3	3	1	-1
GC-B act	3	7	1	10	5	2	-1	4	3	-11
hcDAF12 agonist	-3.2	-1.5	0.8	-0.1	-1.9	-1.3	-0.5	6.0*	0.0	-0.8
ADAM10 inh	3	0	0	-6	3	-1	-8	2	-2	-9
ssDAF12 agonist	-1.3	-1.2	-1.0	-0.7	-1.2	-1.4	-1.2	-1.1	-1.4	-1.2
hgDAF-12 ag	0.8	-2.1	2.6	-1.3	-2.3	-2.4	-3.3	-0.1	-0.9	0.4

41) CC(C)Oc1ccc(OCCSc2nc3ccccc3n2CC(=O)O)cc1
42) Cc1ccc(Nc2nnc(C)c(=O)[nH]2)cc1
43) COc1ccc2nc(C)cc(SCC(=O)NNC(=O)COc3ccccc3)c2c1
44) CC1CCN(C2CCN(C(=O)c3ccccc3F)CC2)CC1
45) CCCCN1C(=O)c2ccc(C(=O)NC3=NCCS3)cc2C1=O
46) Cn1nnnc1Sc1ncnc2scc(-c3ccc(Br)cc3)c12
47) c1ccc2[nH]c(-c3nc4ccccc4[nH]3)nc2c1
48) COc1ccc2cc(C(=O)/C=C/c3cc(OC)c(O)c(OC)c3)ccc2c1
49) Cc1ccc(CNC(=O)CCCC(=O)Nc2cc(C)on2)cc1
50) Nc1c(Cl)cnc(C(Cl)(Cl)Cl)c1Cl
51) COc1ccc(S(=O)(=O)Nc2ccc(-c3ccc(N4CCCC4)nn3)cc2)cc1C

assay / compound	41	42	43	44	45	46	47	48	49	50	51
DAX1 inh-1	0.0	-0.3	-0.5	0.6	-0.7	-2.2	5.8*	-1.5	-0.4	0.5	-2.0
SMARCA2 activ	-2	-3	-2	-1	0	-5	6	5	-5	1	1
HGIII-sPLA2 inh	-3	-3	-14	-1	0	-1	16	-10	9	4	-11
FXN GAA850 act	1.0	-0.8	-2.7	1.1	-0.7	-2.4	4.8	-1.0	0.6	1.3	1.3
DAX1 inh-2	2.3	0.2	-1.7	1.8	0.4	-4.4	1.0	-2.4	0.6	0.0	-0.4
GC-A act	-5	3	-6	-1	3	2	3	0	-1	3	-12
GC-B act	-3	0	-4	2	2	3	-2	0	-1	4	-9
hcDAF12 agonist	0.0	-0.8	-2.9	-0.7	1.8	-4.7	11*	-3.5	-1.2	3.4	-0.7
ADAM10 inh	-7	-6	-4	-2	-5	-2	-181	-36	11	-2	-9
ssDAF12 agonist	-0.9	-0.3	-1.3	-1.3	-1.2	-1.4	0.1	-1.5	-1.1	-0.3	0.2
hgDAF-12 ag	-0.7	-0.6	3.0	-0.9	1.9	-12	12*	2.3	1.7	1.6	5.5
